# Compound activity from PubChem.
# mcGAS inh = cyclic GMP-AMP synthase inhibitors, mouse, primary biochemical chemiluminescence | recombinant cGAS, Kinase-Glo ATP depletion luminescence | 160,000 tested, 0.15% active | Q8C6L5 | inhibition, % at 12.5 µM;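 also: 0% = negative control wells and 100% = reference inhibitor with no enzyme activity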
# hcGAS inh = Primary biochemical luminescence assay for human cyclic GMP-AMP synthase inhibitors; recombinant h-cGAS, ATP depletion, Kinase-Glo luminescence; AID 1259398, 2018; Q8N884; 290,000 tested, 0.081% active; inhibition, % at 12.5 µM;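 also: 0% = vehicle reaction and 100% = reaction without DNA for no activity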
# Target sequence (Q8N884 whole entry, looked up): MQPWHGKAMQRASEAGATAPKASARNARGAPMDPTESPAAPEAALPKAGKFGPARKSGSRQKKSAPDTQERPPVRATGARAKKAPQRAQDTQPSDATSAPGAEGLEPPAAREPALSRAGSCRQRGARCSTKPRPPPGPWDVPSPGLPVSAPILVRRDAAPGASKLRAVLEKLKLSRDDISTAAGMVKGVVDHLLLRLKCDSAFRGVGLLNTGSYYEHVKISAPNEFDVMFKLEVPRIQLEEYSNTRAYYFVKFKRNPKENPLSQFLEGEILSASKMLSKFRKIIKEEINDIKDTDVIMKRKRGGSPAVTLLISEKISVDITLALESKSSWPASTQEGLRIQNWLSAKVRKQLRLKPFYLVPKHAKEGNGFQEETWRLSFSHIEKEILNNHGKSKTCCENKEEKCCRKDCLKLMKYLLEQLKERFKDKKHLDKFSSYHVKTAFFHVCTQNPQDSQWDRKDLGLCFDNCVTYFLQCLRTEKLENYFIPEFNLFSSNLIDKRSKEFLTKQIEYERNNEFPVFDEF
# NPYLR7 agonist = agonists of mosquito NPYLR7 receptor, primary screen, cell-based, Aedes aegypti, calcium fluorescence, mosquito biting behavior | HEK293T NPYLR7/Galpha15, GCaMP6s calcium fluorescence | 270,000 tested, 0.15% active | activation, % at 10 µM | Aedes aegypti neuropeptide Y-like receptor 7 (NPYLR7) | AID 1259423, 2018; in the data active = activation above about 40%;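 also: 0% = vehicle and 100% = reference agonist at the receptor; some compounds past the cut are filed as inactive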
# An asterisk follows results filed as active; x = no result given; & = joins results of further samples. Rule as the data show it, unless noted: active = inhibition above about 40%; inactive = the rest.
# Sample of the layout (7 entries):
SMILES,mcGAS inh,hcGAS inh,NPYLR7 agonist
Cc1oc(-c2cccc(Oc3ccccc3)c2)nc1CN1CCNC(=O)C1C (centres undefined),x,1.4,-11.0
Cc1nnc(SCC(=O)N(c2ccccc2)c2ccccc2)n1-n1cccc1,x,-7.1,-1.3
COc1cc(NC(=S)N2CC(=O)N3CCc4ccc(Cl)cc4C3C2)cc(OC)c1 (centres undefined),1.7,4.4,20.6
CCn1c(C(C)NCc2ccco2)nc2ccc(Cl)cc2c1=O (centres undefined),x,0.5,0.2
CSc1nc2ncc3c(=O)n(-c4ccc(C(C)C)cc4)ccc3n2n1,x,-6.4,3.2
O=[N+]([O-])c1ccc(N=Nc2c(O)[nH]c3ccc(F)cc23)c([N+](=O)[O-])c1,-4.0,-2.3,-0.9
COc1ccc(C(=O)N(CCN(C)C)Cc2c(-c3ccccc3)noc2N2CCCCC2C)cc1 (centres undefined),-4.9,-5.7,11.3

# The listing, from the first entry:
SMILES,mcGAS inh,hcGAS inh,NPYLR7 agonist
Cc1oc(-c2cccc(Oc3ccccc3)c2)nc1CN1CCNC(=O)C1C (centres undefined),x,1.4,-11.0
Cc1nnc(SCC(=O)N(c2ccccc2)c2ccccc2)n1-n1cccc1,x,-7.1,-1.3
COc1cc(NC(=S)N2CC(=O)N3CCc4ccc(Cl)cc4C3C2)cc(OC)c1 (centres undefined),1.7,4.4,20.6
CCn1c(C(C)NCc2ccco2)nc2ccc(Cl)cc2c1=O (centres undefined),x,0.5,0.2
CSc1nc2ncc3c(=O)n(-c4ccc(C(C)C)cc4)ccc3n2n1,x,-6.4,3.2
O=[N+]([O-])c1ccc(N=Nc2c(O)[nH]c3ccc(F)cc23)c([N+](=O)[O-])c1,-4.0,-2.3,-0.9
COc1ccc(C(=O)N(CCN(C)C)Cc2c(-c3ccccc3)noc2N2CCCCC2C)cc1 (centres undefined),-4.9,-5.7,11.3
O=S(=O)(Nc1nc2ccccc2nc1N1CCCC1)c1ccccc1Cl,x,-3.0,8.3
CCC(=O)Nc1ccc(NC(C)c2nnc(C)o2)cc1 (centres undefined),-10.6,-4.5,11.8
O=C(NCCc1cccc(F)c1)c1ccc(CSc2ncccn2)o1,-11.4,-6.2,-5.6
COc1ccc(-c2nc(CN3CCC[C@H]3C(N)=O)c(C)o2)c(F)c1,x,-4.7,-2.7
CCc1ccc(S(=O)(=O)c2cnc(SCC(=O)Nc3ccc(C)c(F)c3)[nH]c2=O)cc1,-5.1,-3.6,-3.4
O=[N+]([O-])c1ccc(N2CCN(CCO)CC2)c2nonc12,x,-11.4,37.7
CC1(C)CN(C(=O)c2cnsn2)CCS1,x,-12.8,0.8
Cc1ncc(C(=O)N2CCCC2C(=O)Nc2cc(Cl)cc(Cl)c2)s1 (centres undefined),x,-6.2,9.2
O=C(Nc1nc(-c2cccs2)cs1)c1ccc(=O)[nH]c1,x,-7.5,-0.2
COCCCNC(=O)c1cc(C)nc2cc(-c3ccccc3)nn12,-3.4,0.8,x
COc1ccc(CN2CCC(C(=O)NC(c3ccc4c(c3)OCO4)c3ccccn3)CC2)cc1 (centres undefined),-3.5,-3.1,6.6
CN(C(=O)c1c[nH]c2c(F)cccc2c1=O)C1Cc2ccccc2C1,x,-10.0,2.5
Cn1c(=O)[nH]c(=O)c2c1nc(N1CCc3ccccc3C1)n2Cc1ccccc1Cl,x,-4.9,11.8
O=S(=O)(NCCOc1ccccc1)c1ccccc1Br,0.9,-2.9,0.3
COc1ccc(CNS(=O)(=O)c2c(Cl)cc(Br)cc2Cl)cn1,x,0.1,-1.6
CC(=O)c1cccc(NC(=O)CC(C)n2cncn2)c1 (centres undefined),x,-4.7,6.2
CS(=O)(=O)Nc1ccc2nc(-c3cccc(F)c3)nn2c1,-6.4,-2.4,13.3
COc1ccc(Cl)cc1-c1nc(C=Nc2ccc(C)cc2Br)c(O)o1,-5.2,-2.6,-2.0
Nc1nccc(-c2cccc(CO)c2)n1,x,-6.2,4.2
CC(CC(F)(F)F)C(=O)NC1CCc2[nH]c3ccc(Br)cc3c2C1 (centres undefined),-2.1,-3.6,31.4
Cc1ccccc1CN1C[C@@H]2C[C@@H](c3cc(CC(C)C)[nH]n3)N3CCC[C@@]23C1=O,x,-9.9,5.9
O=c1ccc2c(OCCCCc3ccccc3)c3ccoc3cc2o1,-3.6,-3.3,5.6
CC(C(=O)NCc1ccc(F)cc1)N1C(=O)CSC1c1cccc(C(F)(F)F)c1 (centres undefined),-8.0,-6.3,2.3
Cc1ccccc1-n1nc(C(=O)NCC(C)N(C)C)c2c1CCC2 (centres undefined),x,-0.2,-21.8
COc1ccc(Cc2nc3c(c(N4CCOCC4)n2)CN(C(=O)NC24CC5CC(CC(C5)C2)C4)CC3)cc1,-5.6,-8.8,8.9
CCOC(=O)c1c(C)nn(-c2ccc(C(=O)NCc3ccco3)cc2)c1C,-3.8,-2.4,-6.7
COc1ccc2c(c1)CCc1cc(CCC(=O)NCCc3cccs3)n(-c3ccc4ncsc4c3)c1-2,-5.4,-2.1,24.3
N#Cc1ccc(C(=O)N2CCCc3ncccc32)cc1,-13.8,-6.8,1.9
Cc1ccc(N2C(=O)N(CCOc3cccc(Br)c3)C(=O)C2C)cc1 (centres undefined),x,-10.8,1.6
CCc1ccc(OCCn2c(CO)nc3ccccc32)cc1,-2.7,-8.7,0.3
O=C(c1ccc(F)cc1C(F)(F)F)N1CCN(c2nccc(-c3ccco3)n2)CC1,-7.0,-5.0,-3.7
O=C(NC1CCOCC1)C1CCCN(C2CCN(Cc3cccnc3)CC2)C1 (centres undefined),x,-4.2,0.7
Cc1ccc(S(=O)(=O)N2CCN(C(=O)c3cc4ccsc4n3Cc3cccc(F)c3)CC2C)cc1 (centres undefined),0.7,-1.9,x
Cc1cc[n+](CC(=O)OC23CC4CC(CC(C4)C2)C3)cc1,x,-1.4,-11.7
Cc1noc(-c2cccnc2)c1C(=O)N[C@H]1CCC[C@@H]1OCc1ccccc1,-8.4,-7.9,8.5
CC(C)c1ccc(CSc2nnc(NC(=O)COc3ccc(Cl)cc3)s2)cc1,0.8,0.2,3.7
FC(F)Oc1ccc(NC(=S)Nc2cc(Cl)c(Cl)cc2Cl)cc1,x,-8.4,0.5
Cn1c(C(=O)O)ccc1[N+](=O)[O-],x,-5.2,2.4
CCn1cc(NC(=O)NCC2CCCN(S(C)(=O)=O)C2)nn1 (centres undefined),0.5,-1.9,x
Cc1c(/C=N\N2C(=O)C3C4C=CC(C4)C3C2=O)c2ccccc2n1Cc1ccccc1Cl (centres undefined),-2.9,-3.4,1.8
Cc1c(C)n2c3c(=O)n(Cc4ccc(F)cc4)c(=O)n(C)c3nc2n1CCCl,0.0,6.1,0.9
COCCCN(Cc1ccc(OS(C)(=O)=O)cc1)C(=O)Nc1cccc(C)c1,-4.7,-3.0,2.8
CCN(CC)c1ccc(CN(CC2CCCO2)C(=O)c2ccccc2F)c(OS(C)(=O)=O)c1 (centres undefined),-4.1,-0.3,1.7
CCc1nc(C)c(C(=O)Nc2c(C)cnn2Cc2cccc(Cl)c2)o1,-7.6,1.2,-1.1
CN(C)c1ccc(-c2ccnc3c2CC(C)(C(=O)NCC2CC2)O3)cc1 (centres undefined),-0.8,0.5,-1.2
Cn1cc(C(CC(=O)N(CCC#N)Cc2cccnc2)c2cccc(F)c2)c2ccccc21 (centres undefined),-1.2,3.8,-6.5
CN(Cc1cccc(C#N)c1)C(=O)c1ccc2c(=O)[nH]c(=S)[nH]c2c1,x,2.2,-3.5
CC1CCN(CCOc2ccc(N)cc2)C1 (centres undefined),x,-7.2,-0.9
CCOc1ccc(S(=O)(=O)N2CCCCC2)cc1NC(=O)c1ccccn1,-3.0,2.1,-0.6
O=C(NCC1CCCN(C2CCSCC2)C1)c1cccs1 (centres undefined),x,-4.4,-3.0
CN(CC(=O)NCC1CCCO1)S(=O)(=O)c1ccc2ccccc2c1 (centres undefined),-7.8,-6.6,1.7
O=C(Nc1ccc2c(c1)OCCO2)Nc1cccc2cccnc12,x,-0.6,-2.9
Cc1ccsc1[C@@H]1CCN(C(=O)c2coc3c2C(=O)CCC3)C[C@H]1O,x,-3.1,-4.4

# Profiles as entered above. Screens in order: mcGAS inh | hcGAS inh | NPYLR7 agonist
# Cc1c(C)n2c3c(=O)n(Cc4ccc(F)cc4)c(=O)n(C)c3nc2n1CCCl is entered as 0.0 | 6.1 | 0.9
# CCN(CC)c1ccc(CN(CC2CCCO2)C(=O)c2ccccc2F)c(OS(C)(=O)=O)c1 (centres undefined) is entered as -4.1 | -0.3 | 1.7
# Cc1ccsc1[C@@H]1CCN(C(=O)c2coc3c2C(=O)CCC3)C[C@H]1O is entered as x | -3.1 | -4.4

# (cont.)
SMILES,mcGAS inh,hcGAS inh,NPYLR7 agonist
COCCN(CC(=O)Nc1cc(C(C)(C)C)nn1-c1ccc(Cl)c(Cl)c1)C(=O)CC(C)(C)C,-7.3,-2.5,4.2
CCOP(=O)(OCC)c1nc(-c2ccc(Cl)cc2Cl)oc1NC,-9.8,-5.2,-4.6
O=C(Cn1cccn1)NCC1CN(C2CCN(C3CCC3)CC2)C(=O)CO1 (centres undefined),-5.5,-15.1,x
COc1ccc2cc(C(=O)NCCc3nnc4n3CCCCC4)ccc2c1,x,-7.1,3.6
Cc1ccc(CN(C)C(=O)c2cc(CC(C)C)[nH]c(=O)n2)o1,-14.6,-1.8,21.4
O=C(NCN1CCCCC1)C12CC3CC(CC(C3)C1)C2,-5.5,-8.4,x
CC1CCC2(CC1)NC(=O)N(NC(=O)c1cnccn1)C2=O (centres undefined),x,4.8,-0.1
CCN(C(=O)C1CCN(c2ncccn2)CC1)c1cccc(C)c1C,-10.5,-3.1,11.1
COc1ccc2nc(-c3ccc(C)c(NC(=O)CC4CCCCC4)c3)cn2n1,-8.4,-4.3,-6.3
O=C(c1ccc(CSc2ncn[nH]2)o1)N1CCC(Oc2cccnc2)CC1,x,-3.8,12.3
CC(=O)c1sc2ccccc2c1OC(=O)c1ccccc1,x,-2.7,-3.3
CC(C)(O)C#Cc1cccc(C(=O)NC2(CN3CCOCC3)CCCC2)c1,2.4,3.2,-4.9
CC(=O)c1c(C)[nH]c(C(=O)Nc2nccs2)c1C,x,1.7,-2.8
COc1cc(Cn2nc(-c3cccc(OC)c3)c3sc(C)nc3c2=O)cc(OC)c1,-7.0,0.2,2.8
O=C1CCCN1CCC1CCCCN1C(=O)Nc1cccc(Cl)c1Cl (centres undefined),x,-4.0,13.3
Cc1cc(F)ccc1C(=O)N(Cc1ccsc1)CC1CCCO1 (centres undefined),x,-2.8,-0.4
C=CCOc1c(OC)ccc2c1CN(CC1CC1)C(=O)CCN2C(=O)OCC,-8.6,-10.7,-2.2
Cc1cc(C)c2c(n1)nn1c(NC3CCCC3)cc(C)nc21,-8.8,-6.5,0.2
Cc1cc(C(=O)N(CCCN(C)C)c2nc3ccc(Cl)cc3s2)nn1C,1.3,6.8,3.8
CCOc1c(Cl)cc(Cl)cc1CNCC1CCNCC1,-6.6,-4.6,-10.3
COC(=O)CC(C)SCc1nc2cc(F)ccc2o1 (centres undefined),x,-6.3,3.7
COCCOC(=O)C1=C(C)NC2=C(C(=O)CCC2)C1c1ccccc1OC (centres undefined),-1.1,0.8,-4.8
Cc1ccc(C)c(Cc2c(C)nc(-c3ccccc3)nc2N2CCN(C(=O)COc3ccccc3)CC2)c1,-8.1,-7.5,x
O=C1NC2(CCCC2)NN1C(=O)c1ccncc1,-3.9,2.7,5.0
C=CCNC(=O)CN(c1ccc(C23CC4CC(CC(C4)C2)C3)cc1)S(C)(=O)=O,x,-3.2,0.4
CCOC(=O)C1C(=O)CSC1=Nc1cccc([N+](=O)[O-])c1 (centres undefined),x,3.2,-6.7
CCOc1ccccc1Oc1coc2c3c(ccc2c1=O)OCN(C1CC1)C3,-7.5,-4.7,-10.2
C#CCOCC(O)CN(CC=C)CC(=O)N1CCc2sccc2C1COc1cccc(OC)c1 (centres undefined),-4.6,-3.0,7.9
CC(C)n1c(N2CCNCC2)nc2c1c(=O)[nH]c(=O)n2C,-5.5,-1.2,3.0
O=C(Nc1ccc(Nc2cc(-n3ccnc3)ncn2)cc1)C1CCCC1,-12.2,-4.2,-16.2
COc1ccccc1/C=C/C1=NC(=C\c2cc(Br)cs2)/C(=O)O1,x,-3.3,-3.5
CNS(=O)(=O)c1c(C)cc(C)c(N(C)S(=O)(=O)c2ccccc2)c1C,-7.5,-8.6,7.5
O=c1[nH][nH]c(=O)c2c(N=Nc3c(-c4ccccc4)[nH]n(-c4ccccc4)c3=O)cccc12,-6.2,-11.4,3.6
COc1cccc(-n2nnc(C(=O)NC(C)c3ccc4c(c3)CCO4)c2C)c1 (centres undefined),-11.8,-7.0,0.0
Cc1nc2sccn2c(=O)c1NC(=O)CC(c1ccccc1)c1ccccc1,-4.6,-4.7,0.3
CC(C)c1ccccc1N1C(=O)CSC1c1cccc(NC(=O)c2ccc(F)cc2)c1 (centres undefined),-1.9,-3.5,-1.1
O=C(NCCN1CCCC1)c1ccccc1N1CCC(NC(=O)C2CC2)CC1,-5.1,-4.3,-1.0
O=C1N(Cc2ccccn2)C(=O)C2(CCN(C3CCOCC3)CC2)N1Cc1ccccc1,-4.4,0.2,12.7
COC(CNC(=O)c1ccnc(C)n1)c1cccc(Cl)c1 (centres undefined),-1.6,-15.0&0.1,10.1&-0.4
O=C(c1n[nH]c2c1CCC2)N1CCc2c([nH]c3ccccc23)C1c1ccccc1F (centres undefined),-11.7,-7.4,-7.2
